# M5 PAM: potentiates acetylcholine response at human M5 receptor | P08912 | CHO-K1 hM5, Fluo-8 calcium, ACh EC20 PAM; 0% = ACh EC20, 100% = ACh EC100 | activation, % at 3 µM | hit rate 0.3% among 360,000;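 active means activation above the run cutoff, the mean activation of all test compounds plus 3 SD, cut at about 18% in these data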
# Target sequence (P08912 whole entry, looked up): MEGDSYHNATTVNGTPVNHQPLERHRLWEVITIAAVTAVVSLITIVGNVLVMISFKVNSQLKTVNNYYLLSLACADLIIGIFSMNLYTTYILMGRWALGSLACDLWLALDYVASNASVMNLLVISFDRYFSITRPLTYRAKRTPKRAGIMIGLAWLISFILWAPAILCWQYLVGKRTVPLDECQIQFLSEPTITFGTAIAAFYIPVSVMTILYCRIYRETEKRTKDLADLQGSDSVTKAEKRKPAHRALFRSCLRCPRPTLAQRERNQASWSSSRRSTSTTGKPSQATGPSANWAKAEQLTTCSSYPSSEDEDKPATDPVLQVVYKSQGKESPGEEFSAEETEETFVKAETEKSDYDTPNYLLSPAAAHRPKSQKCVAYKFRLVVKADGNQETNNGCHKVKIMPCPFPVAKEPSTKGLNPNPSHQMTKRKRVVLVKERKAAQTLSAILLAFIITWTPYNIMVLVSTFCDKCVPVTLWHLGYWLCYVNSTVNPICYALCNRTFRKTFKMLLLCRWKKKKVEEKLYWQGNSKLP
#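 System: CHO-K1 hM5 cells. Reagent: acetylcholine, EC20 level. Compound dosing: single dose, 3 µM nominal final test concentration. Timing: Post-acetylcholine fluorescence recording 140 s. Detection: Fluo-8 calcium fluorescence. Read-out: % activation, ACh-normalized. Benchmarks: ACh EC20 and EC100 wells. Repeats: singlicate, one well per test compound.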
# CHRM4 agonist: agonists of human muscarinic M4 receptor (CHRM4). activation, % at 3 µM. AID 624127. P08173. CHO-K1 hM4/Gqi5, Fluo-8 calcium fluorescence; vehicle 0%, full acetylcholine response 100%. hit rate 0.14% among 360,000;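 active means activation above the run mean over all test wells plus 3 SD, cut at about 32% in these data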;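 further: peak over basal fluorescence ratio per well then scaled between controls; 0% = DMSO wells and 100% = acetylcholine at EC100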
# CHRM4 PAM: potentiates acetylcholine response at human M4 receptor | P08173 | CHO-K1 hM4/Gqi5, Fluo-8 calcium fluorescence, ACh EC20; 0% = ACh EC20, 100% = maximal ACh | activation, % at 3 µM | hit rate 0.4% among 360,000;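 active means activation above its plate's cutoff, the mean activation of sample wells plus 3 SD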; further: some results filed as inactive read as strong as hits
# CHRM5 antagonist: blocks acetylcholine activation of human M5 receptor. P08912. CHO-hM5 cells, Fluo-8 calcium fluorescence, ACh EC80. inhibition, % at 3 µM. hit rate 0.59% among 360,000. AID 624040;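 active means inhibition above a per-plate cutoff, the mean of that plate's test compounds plus 3 SD, cut at about 27% in these data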;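 further: 0% = acetylcholine EC80 with DMSO and 100% = DMSO without agonist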
# CHRM5 agonist: agonists of human muscarinic M5 receptor (CHRM5); P08912; CHO-K1 hM5 cells, Fluo-8 calcium fluorescence; 0% DMSO wells, 100% maximal acetylcholine response; activation, % at 3 µM; hit rate 0.19% among 360,000; AID 624037;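 active means activation above the run's mean over test compounds plus 3 SD, cut at about 23% in these data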;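 further: signal is peak over basal fluorescence ratio across the kinetic read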
# M1 antag: human CHRM1 antagonism. P11229. CHO-K1 hM1, Fluo-8 calcium fluorescence, ACh EC80 antagonist. inhibition, % at 3 µM. hit rate 1.3% among 360,000. AID 588852;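 active means percent inhibition above its own plate's cutoff, namely the mean of that plate's compound wells plus 3 SD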;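 further: peak over basal fluorescence ratio during 140 s after agonist addition; 0% = ACh EC80 plus DMSO and 100% = DMSO alone without agonist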
# Target sequence (P11229 whole entry, looked up): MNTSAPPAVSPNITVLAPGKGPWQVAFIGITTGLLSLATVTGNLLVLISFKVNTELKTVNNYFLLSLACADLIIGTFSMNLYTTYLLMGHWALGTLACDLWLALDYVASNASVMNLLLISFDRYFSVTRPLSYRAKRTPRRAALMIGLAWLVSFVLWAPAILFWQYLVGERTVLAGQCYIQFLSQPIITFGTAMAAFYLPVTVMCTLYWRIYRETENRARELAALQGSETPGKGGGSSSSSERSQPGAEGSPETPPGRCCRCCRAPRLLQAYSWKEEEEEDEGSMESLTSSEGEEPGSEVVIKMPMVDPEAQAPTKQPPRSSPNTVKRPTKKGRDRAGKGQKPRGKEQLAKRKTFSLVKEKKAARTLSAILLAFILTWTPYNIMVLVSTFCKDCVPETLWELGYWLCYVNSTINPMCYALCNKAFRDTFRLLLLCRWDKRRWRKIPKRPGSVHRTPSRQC
# CRFBP-R2 agonist: CRF-BP/CRF-R2 complex agonism; activation, % at 13.2 µM; hit rate 0.46% among 350,000; HEK293 CRF-R2/CRF-BP, calcium dye fluorescence (FLIPR); percent of saturating CRF peptide response;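 active means activation of at least 50%, plus an integration ratio under a set limit after plate pattern correction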;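 further: plate controls were neutral control wells without compound for no effect and CRF at EC100 for full effect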
# CHRM1 PAM: positive allosteric modulators of human M1 muscarinic receptor; P11229; hit rate 0.088% among 360,000; activation, % at 3 µM; AID 588819; CHO-K1 hM1, Fluo-8 calcium fluorescence, ACh EC20; 0% = ACh EC20, 100% = maximal ACh; in the data active means activation above about 19%, passing the limit was not always enough
# CHRM4 antagonist: CHRM4 antagonism in calcium assay | AID 624125 | hit rate 0.73% among 360,000 | inhibition, % at 3 µM | CHO-hM4 cells, ACh EC80, Fluo-8 calcium fluorescence;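 active means inhibition above its plate's cutoff, the mean inhibition of sample wells plus 3 SD, cut at about 27% in these data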;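 further: 0% = acetylcholine EC80 with DMSO and 100% = DMSO without agonist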
# Active calls of the source: *; nt = no result given.
structure	CHRM4 agonist	CHRM4 antagonist	CHRM5 antagonist	CHRM1 PAM	CHRM5 agonist	M1 antag	CRFBP-R2 agonist	CHRM4 PAM	M5 PAM
Cc1ccc(C(=O)OCC(=O)Nc2ncc(C(F)(F)F)cc2Cl)cc1NC(=O)c1ccco1	1	-3	-2	8	-1	-10	0.4	1	1
COc1ccc(C(C)(NC(C)=O)c2nc(-c3ccc(F)c(Cl)c3)cs2)cc1 (stereo unspecified)	1	-14	4	-2	0	6	nt	1	-2
Fc1ccc(-n2cc(-c3ccccc3)c3c(=S)nc[nH]c32)cc1	2	-6	-2	0	-1	-1	-0.5	0	0
CC(=O)Nc1ccc(NC(=O)Cc2sc(-c3cccnc3)nc2-c2ccc(C)cc2)cc1	6	-7	5	2	2	3	0.5	2	-9
O=C(Nc1cccc(C(F)(F)F)c1)/C(=C\c1ccco1)NC(=O)c1cccs1	1	-2	8	-5	0	14	0.4	-3	-10
COc1ccc(N2CCN(C(=O)Cc3ncc(C(F)(F)F)cc3Cl)CC2)cc1	0	4	1	9	2	-7	-1.4	-3	0
CCOC(=O)c1c(C)oc(C)c(C(=O)OCC)c1=O	0	-20	-4	2	0	-8	0.2	10	-1
CC12CN3CC(C)(CN(C1)C3c1ccc3c(c1)OCO3)C2=O (stereo unspecified)	0	8	2	5	0	-13	-0.5	5	-2
CC(O)[C@H]1CNC(=S)N1CCc1cccc(F)c1 (stereo partly specified)	0	0	11	-10	-1	18	-0.8	-2	-8
CC1(C)C(=O)Nc2ccccc2N1C(=O)COC(=O)c1ccc(Cl)c(S(=O)(=O)NCc2ccccc2)c1	12	18	16	-12	-4	30*	3.2	-12	-40
Cc1cc(C)n(-c2nc3ccccc3nc2Nc2ccc3c(c2)OCO3)n1	-1	-3	-6	7	1	2	0.9	3	3
O=C(OCC#Cc1c(COC(=O)c2ccccc2)nnn1Cc1ccccc1)c1ccccc1	2	-4	16	1	1	5	4.8	4	-11
C[C@]1(O)CC(=O)C=C[C@H]1Nc1ccccc1	1	-6	-3	5	0	-10	-0.4	4	1
CC(NC(=O)NC(=O)c1cccc([N+](=O)[O-])c1)C1CC1 (stereo unspecified)	0	2	-2	7	-3	-7	0.1	1	1
O=C(Cn1c(C(F)(F)F)nc2ccccc21)c1ccc(Br)cc1	1	-7	1	-2	-9	1	2.1	2	-8
Cc1ccc(-n2nnnc2SCC(=O)N2CCCCC2)cc1	1	-4	-6	2	-1	-3	0.5	4	4
Cc1nonc1OCCNCCNc1ccc([N+](=O)[O-])cc1Cl	2	-8	-4	10	-6	-5	-0.2	0	-3
OC(CNCc1ccc(-c2ccccc2)cc1)c1ccccc1 (stereo unspecified)	20	12	11	4	0	-4	2.9	-19	-1
O=C(CS(=O)(=O)c1c[nH]c2ccccc12)Nc1ccc2c(c1)OCCO2	5	6	1	2	2	-16	-1.6	-5	2
COc1cccc(C(=O)NCc2ccccc2OC)c1	0	1	-10	3	-1	-28	0.0	-3	-2
CCCCOc1ccc(C(C)NC(=O)CCS(=O)(=O)Cc2ccc(Cl)cc2)cc1 (stereo unspecified)	2	-8	-6	-19	-3	14	6.1	-9	-7
CCOc1cc(S(=O)(=O)N2CCC(Cc3ccccc3)CC2)c(OCC)cc1-n1cnnn1	0	-3	1	-7	1	19	12	3	-4
Cc1ccccc1C1CCCN(Cc2nc(CC3CC3)no2)C1 (stereo unspecified)	2	2	5	9	-2	-12	0.0	5	-6
CCCCNS(=O)(=O)c1ccc(NS(=O)(=O)c2c(C)cc(C)cc2C)cc1	0	3	2	-4	-3	4	-2.8	3	-1
CCCc1ncc(CN2CCC(C(=O)Nc3cccc(-c4cscn4)c3)CC2)cn1	5	-12	2	-2	-1	3	-1.5	-2	-4
O=c1[nH][nH]c(-c2ccccc2)c1C=Nc1ccc(C(F)(F)F)cc1	1	-1	-7	0	-4	4	-0.4	4	7
O=c1[nH]c2c(n(C3CCCCC3)c1=O)CCC2	1	-8	-8	-3	-3	-17	2.5	6	7
COc1cccc(CN(C)CC2CCCN(CCc3ccccc3C)C2)c1 (stereo unspecified)	3	15	-15	-8	-21	-3	2.6	-12	-14
CC1CC(Nc2cccc(O)c2)=CC(=O)O1 (stereo unspecified)	0	-2	-6	8	-3	-41	3.2	3	2
Cc1cc(N=Nc2ccc3ccccc3c2)ccc1O	1	1	11	-2	-1	2	1.5	-1	-10
CC(=O)Nc1ccc(C(=O)CSc2ncn(-c3ccccc3)n2)cc1	5	0	-1	4	0	-8	-2.1	2	-7
CCOc1ccc2[nH]c3c(N4CCN(c5ccccn5)CC4)ncnc3c2c1	14	9	7	-6	1	0	-2.4	-11	-13
COCCn1c(SCC(=O)Nc2ccc3c(c2)OCCO3)nc2ccccc2c1=O	1	-15	2	5	0	-9	-1.0	12	0
COc1cc2c(cc1N)-c1ccc(N)cc1C2	0	-10	6	-7	3	4	7.5	-5	-7
C=CCn1c(SCC(=O)NC(C)(C)C)nnc1-c1ccccc1O	1	2	-1	3	2	-4	-1.9	1	6
COC(=O)c1ccc(/C(O)=C(\C#N)c2nc3ccccc3s2)cc1	9	0	0	12	9	-9	43	-3	0
CCN(CC)C(=O)c1ccc(S(=O)(=O)N2CCC(c3nc4ccccc4s3)CC2)cc1	4	-3	1	-12	7	9	-3.4	-8	-9
O=C(O)CSC(C(=O)Nc1ccc(Br)cc1)c1ccc(Cl)cc1 (stereo unspecified)	0	-2	2	13	-3	-17	1.2	2	-1
CCc1nc2ccccc2nc1N1CCN(S(=O)(=O)c2ccccc2)CC1	6	4	6	6	18	-7	4.4	-2	1
CCN(CC)c1ccc2c(C)c(Cl)c(=O)oc2c1	1	-6	-1	5	-2	-4	12	0	8
S=c1[nH]nc(Cn2nnc3ccccc32)n1-c1ccccc1	1	3	-8	6	-3	-9	-1.8	-4	2
Cc1noc(C)c1NC(=O)N(C)C[C@@H]1Oc2ccc(NS(=O)(=O)c3c(C)noc3C)cc2C(=O)N([C@H](C)CO)C[C@H]1C	-2	3	5	12	1	-5	0.3	6	7
CC(=O)N(C)c1ccc(NC(=O)c2cnn(C)c2)cc1	1	2	-2	2	-1	2	-1.5	-1	1
Cc1cc(N2CCCCC2)nc2c(C)cccc12	0	4	-7	1	-2	0	-1.7	-4	-2
COCC(=O)N1CCCN(c2nc3c(C)cccc3cc2C#N)CC1	2	-12	1	12	-5	-11	-0.3	1	5
O=C(Nc1nnc(Cc2ccccc2F)s1)Nc1ccccc1F	0	6	3	19	-3	-26	-0.6	-6	2
CCn1nc(C)c(CNC(=O)CC2C(=O)NCCN2CC(C)(C)C)c1C (stereo unspecified)	1	1	-5	5	0	-2	0.0	-4	-1
O=S1(=O)c2ccccc2N=NN1Cc1ccc(Cl)cc1	0	0	3	2	-2	-7	-2.0	-2	-4
COc1ccc(C2=CC(=O)C[C@H](c3ccc(F)cc3)C2)cc1OC	5	12	15	-17	-4	25	-0.4	-8	-5
C=CCN1CCN(c2ccncc2S(=O)(=O)N2CCOCC2)CC1	0	-5	-4	-12	-9	6	1.0	0	1
COc1cc(C(=O)O/N=C(\N)c2cccc([N+](=O)[O-])c2)cc(OC)c1OC	0	1	1	2	-3	-2	-0.2	-5	4
O=C(c1ccc2c(c1)OCO2)N1CCCc2ccccc21	0	2	-5	4	-4	-7	-2.4	-4	3
CCc1cccc(NC(=O)CN(C)C2=NS(=O)(=O)c3ccccc32)c1	4	-6	8	10	2	-10	-0.5	18	2
CCOc1ccc(OCCn2c(=S)[nH]c3c(N)ncnc32)cc1	2	-2	-2	8	-5	-7	1.0	1	-1
CC(C)(C)OC(=O)[C@H](Cc1ccccc1)NC(=O)c1nc[nH]c1C(=O)N[C@@H](Cc1ccccc1)C(=O)OC(C)(C)C	6	1	-4	1	4	9	7.0	5	-2
Cc1ccc2c(c1)C1CN(C)CCC1N2C(=O)c1ccccc1NS(=O)(=O)c1ccc(F)cc1C (stereo unspecified)	1	5	7	-4	-2	14	0.1	-9	-3
COc1ccc(NC(=O)Nc2cc(C(=O)O)ccc2N2CC3CC(C2)c2cccc(=O)n2C3)c(OC)c1 (stereo unspecified)	2	2	5	0	-7	7	-0.2	-6	-4
COc1ccccc1N1CCN(Cc2ccc(O)c3ncccc23)CC1	3	12	4	-15	-3	11	-1.4	-7	-12
O=C(OCc1nnc(-c2ccccc2)o1)c1ccc(S(=O)(=O)NCc2ccco2)cc1	8	9	21	-1	-6	3	-2.6	-5	-16
CSCCc1nc(SCC(=O)Nc2nnc(C)s2)[nH]c1C	1	10	0	-1	-2	8	-1.9	4	3

# As entered above:
# `CC(C)(C)OC(=O)[C@H](Cc1ccccc1)NC(=O)c1nc[nH]c1C(=O)N[C@@H](Cc1ccccc1)C(=O)OC(C)(C)C` @ CHRM4 agonist: 6
# `O=S1(=O)c2ccccc2N=NN1Cc1ccc(Cl)cc1` @ CHRM4 antagonist: 0

# (next part)
structure	CHRM4 agonist	CHRM4 antagonist	CHRM5 antagonist	CHRM1 PAM	CHRM5 agonist	M1 antag	CRFBP-R2 agonist	CHRM4 PAM	M5 PAM
Cc1ccc(NC(=O)c2sccc2C)cc1[N+](=O)[O-]	1	17	10	2	-2	-4	-0.4	-3	0
CCCn1c(SCC(=O)c2ccc(OC)c(OC)c2)nc2c1c(=O)n(C)c(=O)n2C	3	12	0	-3	0	9	-3.0	-4	1
CCn1cc(C(=O)N(C)CC(OC)OC)c(=O)c2cc(S(=O)(=O)N3CCOCC3)ccc21	1	2	-9	20	-4	-26	0.4	4	1
CCOc1cc(/C=N/Nc2ncnc(Cl)c2N)ccc1O	1	4	5	5	-2	0	-0.5	5	-3
CCCN(CC(=O)Nc1ccccc1C)C(=O)c1ccc(NC2CC2)c([N+](=O)[O-])c1	2	-7	6	3	-1	2	0.2	-2	-1
COC(=O)C1=C(C)N(Cc2ccccc2)C(=O)N[C@H]1c1cccs1	4	-3	7	7	4	1	-1.4	12	3
CCOC(=O)c1[nH]c(C)c(C(=O)OCc2ccccc2F)c1C	5	4	20	-11	-1	17	-0.7	-2	-7
COc1ccc(CCN(C(=O)C(F)(F)F)C(C(=O)NC2CCCC2)c2cccs2)cc1OC (stereo unspecified)	-1	-3	0	-3	-6	-19	0.6	5	-2
Cn1cccc1Cc1nnc(SCC(=O)NCCc2ccccc2)n1C	1	0	9	1	-4	-7	0.6	3	-9
O=C(Nc1ccc(Cl)cc1N1CCOCC1)C1CCCO1 (stereo unspecified)	1	-9	-4	13	-4	-7	0.5	5	1
CC(C)N1CCN(Cc2ccc(OC3CCCC3)cc2)CC1CCO (stereo unspecified)	2	23	2	-16	-6	16	-1.5	-17	4
Cc1cc(=O)c(C(=O)Nc2cccc(C(=O)NC3CC3)c2)nn1-c1ccccc1Cl	2	-5	-4	14	4	-6	-0.1	8	6
COc1cc2c(C(=O)OCCN(C)C)c(CSc3ccccc3)n(C)c2cc1Br	1	-2	-4	2	-4	8	-2.1	-2	6
O=C(OCCc1cc2ccccc2c(=O)o1)c1ccco1	2	-9	9	0	0	2	-0.9	1	2
